M18AAP inhibitor: blocks P. falciparum M18 aspartyl aminopeptidase; recombinant PfM18AAP, H-Glu-NHMec fluorogenic cleavage; inhibition, % at 7.35 µM; 290,000 tested, 1.2% active; AID 1822;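 active means inhibition above the campaign mean inhibition over all tested compounds plus 3 SD, cut at about 28% in these data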;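 further: 0% = plate median of test compound wells and 100% = 2 mM ZnCl2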
NALP1 inh: blocks the NALP1 inflammasome reconstituted in yeast | S. cerevisiae NALP1/ASC/caspase-1 growth, X-gal OD620, 72 h | inhibition, % at 10 µM | AID 2071 | 280,000 tested, 0.61% active; in the data active means inhibition mostly above about 24%, no sharp cut-off; inactive means mostly below about 32%; further: some compounds called inactive have numbers as strong as hits
MEKK2wt PB1 HTS: raises or lowers MEK5 binding to wildtype human MEKK2 PB1 domain; 290,000 tested, 1.1% active; bead flow cytometry, Alexa488-MEK5 binding to MEKK2 WT; actives lie on both sides; Q9Y2U5; binding response (% of control), % at 10 µM; in the data active means binding response below about 67% or above about 130%
PHOSPHO1 inh: PHOSPHO1 (human) inhibition; Q8TCT1; recombinant PHOSPHO1, absorbance phosphatase assay; inhibition, % at 13.3 µM; 290,000 tested, 1.1% active; in the data active means inhibition above about 60%
OXTR agonist: human OXTR agonism. CHO-OTR cells, Fluo-8 calcium fluorescence; normalized: DMSO 0%, oxytocin 100%. P30559. 320,000 tested, 0.32% active. AID 2435. activation, % at 3 µM;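 active means activation above the mean of all tested compounds plus 3 SD, cutoff set per screening run, cut at about 20% in these data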;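 further: peak over basal fluorescence ratio from a 100 s FLIPR kinetic read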
DNA FID counter: displaces DNA intercalator in HCV helicase counter-screen | DNA fluorescent intercalator displacement, fluorescence | inhibition, % at 7.9 µM | 290,000 tested, 0.17% active | AID 1845; in the data active means inhibition above about 37%;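 further: 0% = vehicle and 100% = reference compound; higher means more ethidium bromide displaced from hairpin DNA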
MEKK3 PB1 HTS: MEKK3-MEK5 PB1 interaction, increase or decrease. binding response (% of control), % at 10 µM. bead-based flow cytometry, Alexa488-MEK5 binding to MEKK3; actives lie on both sides; 0 = blocked by unlabeled MEK5, 100 = vehicle. 290,000 tested, 1.4% active. AID 1529. Q99759;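 active means binding response more than 3 SD above or below the average of its plate-row segment, actives on both sides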;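 further: Alexa488 bead fluorescence after subtracting the streptavidin-only scavenger bead signal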
Target sequence (Q99759 whole entry, looked up): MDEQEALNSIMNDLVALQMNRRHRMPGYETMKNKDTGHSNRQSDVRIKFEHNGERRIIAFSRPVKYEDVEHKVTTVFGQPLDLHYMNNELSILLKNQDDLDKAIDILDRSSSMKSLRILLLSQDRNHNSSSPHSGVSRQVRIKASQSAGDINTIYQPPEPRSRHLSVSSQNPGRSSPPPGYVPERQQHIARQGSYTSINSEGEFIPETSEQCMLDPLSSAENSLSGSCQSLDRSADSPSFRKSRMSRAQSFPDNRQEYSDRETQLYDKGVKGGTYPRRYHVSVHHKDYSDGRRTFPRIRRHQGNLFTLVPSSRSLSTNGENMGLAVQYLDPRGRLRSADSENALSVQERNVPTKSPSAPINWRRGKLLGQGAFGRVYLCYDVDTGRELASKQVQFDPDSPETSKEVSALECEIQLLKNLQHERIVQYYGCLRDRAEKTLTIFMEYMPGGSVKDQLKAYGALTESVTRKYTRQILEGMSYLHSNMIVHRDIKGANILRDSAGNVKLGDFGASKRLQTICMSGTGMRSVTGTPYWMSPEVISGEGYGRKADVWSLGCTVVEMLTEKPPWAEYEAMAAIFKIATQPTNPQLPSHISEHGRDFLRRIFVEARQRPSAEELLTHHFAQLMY
MEKK2 mut-MEK5: signal of MEK5 binding to mutant human MEKK2 PB1 domain; bead flow cytometry, Alexa488-MEK5 binding to MEKK2 mutant; percent response, % at 10 µM; 290,000 tested, 0.35% active; AID 1530; in the data active means percent response above about 24%, passing the limit was not always enough; further: inactives centre near 1; some results filed as inactive read as strong as hits; reference of the scale not given here
GPR7 antag: human neuropeptides B/W receptor 1 antagonism; P48145; GPR7-expressing cells, fluorescence antagonist assay; inhibition, % at 4.4 µM; 290,000 tested, 1.1% active; AID 1861; in the data active means inhibition above about 16%, passing the limit was not always enough;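 further: cells stimulated with the agonist NPW; 0% = agonist with vehicle and 100% = vehicle without agonist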
Target sequence (P48145 whole entry, looked up): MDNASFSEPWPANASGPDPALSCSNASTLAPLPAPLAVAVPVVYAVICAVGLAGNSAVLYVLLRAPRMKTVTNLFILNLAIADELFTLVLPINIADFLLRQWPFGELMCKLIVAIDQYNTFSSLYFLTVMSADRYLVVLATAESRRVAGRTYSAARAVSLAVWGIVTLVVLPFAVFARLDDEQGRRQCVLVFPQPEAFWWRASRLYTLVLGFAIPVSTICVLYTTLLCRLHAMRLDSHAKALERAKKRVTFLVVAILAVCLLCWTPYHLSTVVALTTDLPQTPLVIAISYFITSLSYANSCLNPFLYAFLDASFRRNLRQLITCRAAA
Numbers without * were called inactive; . = not tested or not shown.

SMILES	M18AAP inhibitor	NALP1 inh	MEKK2wt PB1 HTS	PHOSPHO1 inh	OXTR agonist	DNA FID counter	MEKK3 PB1 HTS	MEKK2 mut-MEK5	GPR7 antag
Cc1ccc(NC(=O)CNC(=O)Cn2cnc3sc(C)c(C)c3c2=O)cc1F	5	4	104	38	0.8	-26	103	3	-10
COc1ccccc1NC(=O)CSc1nc(SC)ns1	-10	21	94	-12	-1.4	-13	100	-4	-6
COc1ccc(CNC(=O)C(C)n2nc(C)c3c(C)n(-c4ccccc4)nc3c2=O)c(OC)c1 (stereo unspecified)	5	-6	95	65*	1.9	-45	97	1	-9
Oc1ccc(CN2CCCc3ccccc32)c2cccnc12	0	.	102	74*	-0.8	-3	108	7	10
COc1ccc2c(c1)CC/C(=C\C=C\c1ccccc1)C2=O	1	8	108	-7	1.0	-3	108	4	-9
Nc1nonc1C(=O)NCCNc1ncccc1[N+](=O)[O-]	0	10	101	-2	-0.6	1	92	-61	-2
CC(=O)c1sc(N/N=C/c2cccc(O)c2)nc1C	21	0	96	-4	0.9	3	102	0	12
Cc1cc(C)n(-c2ccc(NC(=O)C3CCN(Cc4cnc(C)s4)CC3)cc2)n1	-6	27	103	-14	0.8	-1	102	1	0
CN(C)S(=O)(=O)c1ccc(C(=O)NCc2nnc(SCC(=O)Nc3ccc(F)cc3)n2-c2ccc(F)cc2)cc1	5	41	107	-2	-1.3	-34	107	2	-9
CC(=O)Nc1ccc(Cl)c(-c2nc3ncccc3o2)c1	0	14	99	44	0.5	-6	100	2	-10
Cc1ccccc1NC(=O)c1ocnc1C	2	15	99	5	-0.3	3	96	2	-2
COc1ccc(NC(=O)c2ccccc2CC[N+](=O)[O-])cc1	-8	1	76	-140	0.1	-7	80	-15	-3
O=C(NCc1ccccc1)N1CCOCC1	2	14	100	19	0.0	0	97	-3	-1
CCCOc1ccc(Cc2c(COCC)[nH]c(=S)[nH]c2=O)cc1	6	-20	93	-46	.	-20	94	-4	-10
COC(=O)CN(c1cc(C(F)(F)F)ccc1Cl)S(C)(=O)=O	-1	-10	100	-3	-0.1	0	100	2	-7
CCOC(=O)c1c(C)[nH]c(C)c1C(=O)COC(=O)c1c(OC)cccc1OC	-2	5	95	33	0.1	-19	96	-3	-4
CCOc1ccc(CN2CCN(Cc3ccsc3)C(CCO)C2)cc1CO (stereo unspecified)	-1	-12	99	37	0.0	4	106	2	-6
CCc1c(C)nc2ncnn2c1N1CCCC(C(=O)NCc2ccco2)C1 (stereo unspecified)	11	29	109	16	-0.9	-16	106	5	-2
Cc1cccc(C(=O)NCc2nnc(SCC(=O)NC(C)c3ccccc3)n2C)c1 (stereo unspecified)	-1	28	100	9	-2.1	-13	103	2	9
N#Cc1ccc(-c2cccnc2)nc1SCc1ccc(Cl)cc1Cl	-10	5	106	28	-1.1	2	107	4	-3
C/C(=C\C(=O)O)C(=O)Nc1nccs1	-10	16	98	10	-0.6	0	96	-5	3
Cc1ccc2oc(C(=O)N3CCC(N4CCSCC4)CC3)c(C)c2c1	1	19	102	24	-1.1	-8	101	-1	4
O=C(Cn1cnc2c(nnn2-c2ccc(F)cc2)c1=O)N1CCCC1	-4	8	98	-4	0.6	2	93	2	-16
O=C(NC1CCCCC1)C(c1ccccc1F)N(Cc1ccco1)C(=O)c1ccccn1 (stereo unspecified)	5	1	96	14	1.1	-31	101	0	8

An excerpt from above in order of their number in NALP1 inh, falling:
SMILES,M18AAP inhibitor,NALP1 inh,MEKK2wt PB1 HTS,PHOSPHO1 inh,MEKK3 PB1 HTS,MEKK2 mut-MEK5,GPR7 antag
C/C(=C\C(=O)O)C(=O)Nc1nccs1,-10,16,98,10,96,-5,3
O=C(Cn1cnc2c(nnn2-c2ccc(F)cc2)c1=O)N1CCCC1,-4,8,98,-4,93,2,-16
COC(=O)CN(c1cc(C(F)(F)F)ccc1Cl)S(C)(=O)=O,-1,-10,100,-3,100,2,-7
CCOc1ccc(CN2CCN(Cc3ccsc3)C(CCO)C2)cc1CO (stereo unspecified),-1,-12,99,37,106,2,-6
CCCOc1ccc(Cc2c(COCC)[nH]c(=S)[nH]c2=O)cc1,6,-20,93,-46,94,-4,-10

More compounds:
SMILES	M18AAP inhibitor	NALP1 inh	MEKK2wt PB1 HTS	PHOSPHO1 inh	OXTR agonist	DNA FID counter	MEKK3 PB1 HTS	MEKK2 mut-MEK5	GPR7 antag
COc1ccccc1CNC(=O)c1ccc(SC)cc1OC	10	-6	105	43	-1.2	-21	106	4	4
COc1ccccc1NC(=O)CSc1nnc(CCC(=O)Nc2ccccc2F)n1C	17	.	100	13	0.1	8	97	0	15
CC(C)c1nc(CNC(=O)C2CCC(=O)N(CCc3ccc(Cl)cc3)C2)no1 (stereo unspecified)	3	16	100	26	0.4	-25	102	0	-20
Cc1ccc(S(=O)(=O)n2cc(-c3ccccc3)c(N)n2)cc1	4	21	99	3	-2.1	-4	104	-1	-8
CCC(=O)Nc1ccc(NC(=O)CN2CCCC(C)C2)c(Cl)c1 (stereo unspecified)	0	10	107	17	-0.3	-6	108	12	2
CN(C)S(=O)(=O)c1cccc(NC(=O)c2ccncc2)c1	-8	26	90	6	5.5	2	87	-3	-1
N#C/C(=C\c1cccs1)c1nc2ccccc2[nH]1	1	35	90	0	-0.1	-7	94	-3	-7
CCOc1ccc(NC(=O)CC(c2ccccc2)c2ccc(F)cc2)cc1 (stereo unspecified)	-1	15	105	-5	-1.8	-12	126	0	-9
COC(=O)CCC(=O)NNC(=O)c1cccc(Cl)c1	3	7	105	27	0.1	-1	102	1	-3
CN1CCN(c2ccccc2NC(=O)c2cccc(OCc3ccccc3)c2)CC1	-6	10	137*	45	2.1	33	111	21	18*
CC(C)C(NC(=O)c1ccc(C(C)(C)C)cc1)C(=O)NCCc1ccccn1 (stereo unspecified)	-5	8	75	-123	-2.6	-29	65	-7	0
O=C(C1Cc2ccccc2CN1S(=O)(=O)c1ccc(F)cc1)N1CCCCC1 (stereo unspecified)	-1	2	98	-7	-1.9	-21	99	-2	-10
CN1C(=O)CCC(CCC(=O)O)(c2ccccc2O)C1=O (stereo unspecified)	2	-3	105	1	1.0	-13	105	4	-7
CC(C)CC(=O)Nc1nc2ccc(S(C)(=O)=O)cc2s1	15	-4	-11*	37	-0.1	12	98	1	-7
Cc1cc2nc(Sc3c([N+](=O)[O-])nc(C)n3Cc3ccccc3)[nH]c2cc1C	-8	14	111	9	4.6	-13	98	10	1
CCCN1CCN(CCCNC(=O)CCCn2nc(C)c3sc4ccccc4c3c2=O)CC1	-1	32	109	-22	-1.5	20	101	4	-2
Cc1ccc(NC(=O)C(C)SCc2ccccc2)cc1 (stereo unspecified)	-1	7	100	14	-2.3	-16	101	3	-22
O=C(CCNS(=O)(=O)c1ccccc1)N1CCCCCC1	-3	20	99	38	0.2	-19	99	3	0
Cc1ccccc1NC(=O)COC(=O)c1ccccc1SCC(=O)N1CCCC1	-3	-2	108	37	1.1	-31	103	7	-11
CC(=N)C1=C(O)CC(C)(C)CC1=O	-9	10	97	7	-0.6	-1	96	-6	-1
Cc1cc(C)n2nc(C(F)(F)F)c(-c3ccccc3)c2n1	-6	-6	86	37	-2.4	4	90	-9	-1
CC1CCN(CC(=O)NCCc2ccc(F)cc2)CC1	3	-11	94	20	-0.9	2	104	-5	-11
CCc1nc(Nc2ccc(O)cc2)c2oc3ccccc3c2n1	-39	10	100	.	-2.2	-8	102	2	-8
CCCC(=O)Nc1cccn(Cc2ccccc2Br)c1=O	4	14	.	20	-2.4	-4	.	.	-5
Cc1ccc(OCCN(C)C)c([N+](=O)[O-])c1	1	29	101	3	1.8	10	98	-1	-4
CCN(CC)c1nc2nonc2nc1N(CC)CC	18	29	102	14	-1.1	-2	104	8	19
Clc1ccc(Cl)c2sc(N3CCOCC3)nc12	-3	.	101	.	-2.7	-8	98	0	-3
Cc1cc(NC(=O)CSc2nnc(-c3ccccc3)o2)no1	13	9	92	32	0.9	5	98	-8	-5
COc1ccc(Nc2nc(N3CCOCC3)nc(N3CCOCC3)n2)cc1	1	19	93	41	.	-29	99	4	-17
CCN(CC)C(=O)CN(c1cccc(Br)c1)S(C)(=O)=O	-9	0	95	29	-0.4	-2	105	-8	-4
O=C(NCc1ccc(F)cc1)c1ccc(CS(=O)(=O)c2ccc(Br)cc2)o1	-7	.	94	3	12	-20	97	-5	-3
COc1ccc(C)cc1NC(=O)COC(=O)c1c(C)noc1C	2	3	101	-38	-1.0	-12	101	4	0
CCNC(=O)c1ccc(C23CC4CC(CC(C4)C2)C3)o1	2	-8	102	33	-2.1	-10	103	0	-6
Cc1cc(C)c(C(=O)NNC(=O)c2cccnc2)c(C)c1	0	11	96	12	4.2	-5	98	1	-17
CC(NC(=O)Nc1cccnc1)(C(F)(F)F)C(F)(F)F	-2	0	90	-8	2.3	2	81	-2	-13
Cn1c(NC(=O)c2ccccc2F)c(-c2cccs2)c(=O)c2ccccc21	7	-10	101	32	0.4	-7	106	5	-14
Cc1nc2ccc(NC(=O)c3ccc(F)c(S(=O)(=O)N4CCOCC4)c3)cc2s1	3	11	104	15	4.8	-2	104	7	-2
CC(C)C[C@@H](CN(C)N=O)N(C[C@H](Cc1ccccc1)N(CCc1ccccc1)N=O)N=O	0	16	90	-3	0.8	-20	94	-7	7
C/C(=N\NC(=O)COc1cc(C)cc(C)c1)c1cccc(NC(=O)C2CCC2)c1	-15	16	107	9	-0.4	-34	104	6	-15
CCOc1ccccc1N1Cc2cc(C)c(C)cc2C1	9	10	92	26	-0.7	-14	96	4	-15
Cn1cccc1CNC1CCCC1	9	-5	103	35	0.4	6	98	3	-5
COc1ccc(-c2csc(Nc3ccccc3)[n+]2CC(O)c2ccc([N+](=O)[O-])cc2)cc1 (stereo unspecified)	10	7	105	-17	0.6	2	109	2	-9
O=C1c2ccccc2C(=O)c2c(NCc3cccnc3)cccc21	-2	12	96	20	4.9	7	93	-4	3
COc1ccc(NC(=O)Nc2ccc3c(c2)N(C)C(=O)CS3)cc1Cl	3	5	117	-1	9.0	1	117	5	-9
Cn1cc(/C=C2\SC(=O)N(c3ccc(O)cc3)C2=O)c2ccccc21	8	.	95	8	3.9	-17	95	-5	-21
Cn1c(SCC(=O)NC2CCCC2)nnc1-c1ccccn1	-13	28	102	28	0.6	-4	99	1	2
CC1(C)CC2CC(C)(CN2C(=O)c2cc(-c3ccc(F)cc3)on2)C1 (stereo unspecified)	3	8	100	24	0.1	-18	102	-1	-18
CC1(C)Cc2cccc(OCC(=O)NCCOc3ccccc3)c2O1	-2	5	83	23	-2.0	-29	82	-14	5
Cc1ccc(CCC2C3=C(CCCC3=O)OC3=C2C(=O)CCC3)cc1	-6	-1	84	6	-1.9	-28	81	-10	-3
Cc1cc(C)c(NC(=O)Cn2nnc(C(=O)NCCc3ccccc3)c2N)c(C)c1	0	32	94	35	0.9	-6	98	0	-6
COc1ccc(O/C(=N\S(=O)(=O)c2ccccc2)c2ccccc2)cc1	-2	36	99	24	-0.2	5	105	6	3
O=C1c2cccc3cccc(c23)C(=O)N1CCN1CCN(C(=S)Nc2ccc(F)cc2)CC1	-8	25	91	6	0.1	0	94	-2	10
C/C(=N/Nc1nc(-c2ccc(Cl)cc2)cs1)c1cccs1	-4	-3	112	92*	0.3	1	113	15	-5
CCOC(=O)/C(=C/c1ccccc1)NC(=O)c1ccco1	-1	23	109	-16	-2.0	-6	119	0	-4

One compound at a time, as listed above. Screens in order: M18AAP inhibitor | NALP1 inh | MEKK2wt PB1 HTS | PHOSPHO1 inh | OXTR agonist | DNA FID counter | MEKK3 PB1 HTS | MEKK2 mut-MEK5 | GPR7 antag
Listed for Cc1cc(C)c(NC(=O)Cn2nnc(C(=O)NCCc3ccccc3)c2N)c(C)c1 → 0 | 32 | 94 | 35 | 0.9 | -6 | 98 | 0 | -6
Listed for CCOC(=O)/C(=C/c1ccccc1)NC(=O)c1ccco1 → -1 | 23 | 109 | -16 | -2.0 | -6 | 119 | 0 | -4

Outcome played no part in choosing rows. Share with any hit: about 6.2%.
